Screens deposited in PubChem by The Scripps Research Institute Molecular Screening Center.
MMP13 inhibition = MMP13 inhibitors among fluorescent compounds, confirmation, biochemical, possible fluorescent artifacts, delta fluorescence (AID 734); MMP13 fTHP FRET cleavage, delta fluorescence 4 h; hits give high values; inhibition, %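 (each compound tested at 4 µM nominal in triplicate)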; 5,100 tested, under 10 active;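 active means inhibition above the mean inhibition over all tested compounds plus 3 SD, cut at about 75% in these data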;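 further: 0% = DMSO only wells and 100% = 8 µM reference MMP13 inhibitor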
Numbers without * were called inactive. Some of the compounds tested, so the mix of outcomes need not match the whole.

Compound	MMP13 inhibition
Cc1nc2oc3c(NCc4ccccc4)ncnc3c2c2c1COC(C)(C)C2	-7
Nc1ccc(-c2cnc(-c3ccc(N)cc3)nc2)cc1	2
Cc1cc(=O)[nH]c2cc(Cl)ccc12	7
CC(C)c1ccc(NC(=O)C2CCN(S(C)(=O)=O)CC2)cc1	3
CCN(CC)c1ccc(C2C(C(=O)OCCOC)=C(C)NC3=C2C(=O)CC(C)(C)C3)cc1 (stereo not drawn)	-2
N#Cc1c(N2CCCC2)nc(N)c2c(N)nc(N3CCCC3)cc12	26
Cn1c(-c2ccco2)nc2cc3ccccc3cc21	-8
C=CCNc1oc(-c2ccc(OC)cc2)nc1C#N	0

Carrying on.
Compound	MMP13 inhibition
O=c1c2[nH]c3cccc(Cl)c3c2ncn1CCN1CCCCC1	-5
COc1ccc(C(CC(=O)NCCCN2CCOCC2)NS(=O)(=O)c2ccc(C)cc2)cc1 (stereo not drawn)	4
NC(=O)c1nn(-c2ccccc2)nc1NC(=O)CN1CCCCC1	-1
Cc1nn(-c2ccccc2)c2sc(C(=O)OC3CCOC3=O)cc12 (stereo not drawn)	-16
O=C(Nc1cccc(-c2cn3cccnc3n2)c1)c1ccc2c(c1)OCO2	-4
Nc1c(C(=O)Nc2ccc(Cl)cc2)oc2ccccc12	-4
N#Cc1nc(-c2ccco2)oc1NCc1cccnc1	9
COC(=O)c1cc2c(s1)CS(=O)C2 (stereo not drawn)	5

The list goes on.
Compound	MMP13 inhibition
Cc1ccc(CN2CC(C(=O)Nc3ccc4c(C)cc(=O)oc4c3)CC2=O)cc1 (stereo not drawn)	-1
CCCn1c(Nc2nc3ccccc3n2C)nc2ccccc21	12
COc1ccc(-c2ccc(-c3nnn(CC(=O)N4CCOCC4)n3)cc2)cc1	2
c1ccc2c(N3CCCCC3)nc(N3CCCCC3)nc2c1	6
N=C1C(c2nc3ccccc3c(=O)[nH]2)=C(O)CN1CCc1ccccc1	-6
COc1ccc2[nH]c3c(=O)n(CCCCC(=O)N4CCC(C(N)=O)CC4)c(=S)[nH]c3c2c1	1
CCOC(=O)N1CCN(C(=O)CCC(=O)N2CCOc3ccc(C)cc32)CC1	4
COCCN1C=C(C(=O)OC)C(c2cc3c(cc2Br)OCO3)C(C(=O)OC)=C1	6

Individual results from the entries so far.
N=C1C(c2nc3ccccc3c(=O)[nH]2)=C(O)CN1CCc1ccccc1 in MMP13 inhibition is entered as -6
Cc1ccc(CN2CC(C(=O)Nc3ccc4c(C)cc(=O)oc4c3)CC2=O)cc1 (stereo not drawn) in MMP13 inhibition is entered as -1
COc1ccc2[nH]c3c(=O)n(CCCCC(=O)N4CCC(C(N)=O)CC4)c(=S)[nH]c3c2c1 in MMP13 inhibition is entered as 1
c1ccc2c(N3CCCCC3)nc(N3CCCCC3)nc2c1 in MMP13 inhibition is entered as 6
CCCn1c(Nc2nc3ccccc3n2C)nc2ccccc21 in MMP13 inhibition is entered as 12

The listing continues:
Compound	MMP13 inhibition
CC(CNC(=O)c1ccc(Br)o1)NC(=O)c1ccc(Br)o1 (stereo not drawn)	6
O=C(c1cc2nc(-c3ccccc3)cc(-c3ccccc3)n2n1)N1CCN(C(=O)c2ccco2)CC1	4
CCOc1ccc2[nH]c(S(=O)(=O)CC)nc2c1Cl	5
CCOC(=O)CN1C(=O)NC(C)(c2ccc(OC(F)F)cc2)C1=O (stereo not drawn)	4
COc1ccc(-n2nc3ccc(NS(C)(=O)=O)cc3n2)cc1Cl	-6
Cc1cc(C)c(C#N)c(N2CCSCC2)n1	4
COc1ccc(C(C(=O)OC(C)CN(C)C)c2ccccc2)cc1 (stereo not drawn)	2
Cn1c(-c2ccccc2)c(CCO)c2ccccc21	0

Carrying on.
Compound	MMP13 inhibition
Cc1ccc2nc(NC(=O)c3ccc(Cn4cc(Cl)cn4)o3)sc2c1	2
O=C(Nc1ccc(-c2nc3ccccc3o2)cc1)C1CCCO1 (stereo not drawn)	-2
CCOC(=O)c1oc2cccc(OCC(O)CNC(C)C)c2c1C (stereo not drawn)	-6
COc1ccc(CCC(=O)Nc2nc3c(s2)CN(C)CC3)cc1OC	8
COc1ccc(CNc2nc3c(c(C(F)(F)F)n2)CCCCC3)cc1	6
CCCn1c(-c2ccccc2)nc2c(=O)n(C)c(=O)[nH]c21	1
CCCCNC(=O)c1ccccc1NS(=O)(=O)c1ccc2c(c1)OCCO2	3
Cc1cc(NC(=O)c2cc(-c3cccnc3)nc3c(C)c(C)ccc23)no1	0

Seven entries drawn at random from those above:
Compound	MMP13 inhibition
Cc1cc(NC(=O)c2cc(-c3cccnc3)nc3c(C)c(C)ccc23)no1	0
COc1ccc(CNc2nc3c(c(C(F)(F)F)n2)CCCCC3)cc1	6
O=C(Nc1ccc(-c2nc3ccccc3o2)cc1)C1CCCO1 (stereo not drawn)	-2
Cc1ccc2nc(NC(=O)c3ccc(Cn4cc(Cl)cn4)o3)sc2c1	2
CCCCNC(=O)c1ccccc1NS(=O)(=O)c1ccc2c(c1)OCCO2	3
CCOC(=O)c1oc2cccc(OCC(O)CNC(C)C)c2c1C (stereo not drawn)	-6
CCCn1c(-c2ccccc2)nc2c(=O)n(C)c(=O)[nH]c21	1

New compounds follow:
Compound	MMP13 inhibition
CC1=CC(c2ccccc2)n2nc(N3C(=O)c4ccccc4C3=O)nc2N1 (stereo not drawn)	6
COCc1cc(C)nc(N)c1C#N	-2
O=C(CSc1cccc2cccnc12)NCc1ccco1	4
CCN1c2ccccc2-c2nc3ccccc3n2C1c1ccccn1 (stereo not drawn)	-9
CCNc1nc(C)cc(COC)c1C#N	-8
O=S(=O)(c1cccc(-c2cn3cccnc3n2)c1)N1CCOCC1	0
CN1/C(=C\C(=O)COC(=O)CN2C(=O)C3CC=CCC3C2=O)C(C)(C)c2ccccc21 (stereo not drawn)	3
Cc1cn2nc(N)c3ccccc3c2n1	1

In another format: 3 of the compounds above
COCc1cc(C)nc(N)c1C#N
  MMP13 inhibition: -2

O=C(CSc1cccc2cccnc12)NCc1ccco1
  MMP13 inhibition: 4

CCN1c2ccccc2-c2nc3ccccc3n2C1c1ccccn1 (stereo not drawn)
  MMP13 inhibition: -9

More entries follow:
Compound	MMP13 inhibition
N#CC1=C(N)C(C#N)(C#N)[C@H](c2ccoc2)[C@H]2CN(Cc3ccccc3)CC=C12	4
CC(=O)Nc1cc(C(=O)O)ccc1S(=O)(=O)c1ccc(Cl)cc1	3
Cc1ccc2c(c1)c1c(n2CC2COC(C)(C)O2)C(=O)CCC1 (stereo not drawn)	1
CC1(C)CC(n2c(NCCO)nc3c(c2=O)C2(CCCC2)Cc2ccccc2-3)CCO1 (stereo not drawn)	4
CC1=C(C(=O)OC2CCCCCC2)C(c2ccc(C)o2)C2=C(CCCC2=O)N1 (stereo not drawn)	-1
O=C(NCc1cccnc1)c1nnc(Cc2ccc(F)cc2)o1	3
Cc1onc(-c2ccccc2)c1C(=O)Nc1nnc(-c2ccncc2)s1	-4
Cn1c(C(=O)N2CCN(C(=O)c3ccco3)CC2)cc2c(=O)n3ccccc3nc21	-43

The list goes on.
Compound	MMP13 inhibition
Cc1ccc2nc(-c3ccc(NC(=O)CN4CCN(C(=O)c5ccco5)CC4)cc3)sc2c1	-2
CCOC(=O)C(CC)Sc1nc2c(cnn2-c2ccccc2)c(=O)[nH]1 (stereo not drawn)	5
O=C(NCc1ccccc1)N(Cc1nc2ccccc2c(=O)[nH]1)C1CCCC1	2
Cc1c(-c2cccs2)[n+](=O)c2c(n1[O-])CCCC2	0
O=C(c1cnn2c(C(F)F)cc(-c3ccccc3)nc12)N1CCOCC1	1
CC1(C)CC(=O)c2cc(OCC(=O)NCCCN3CCN(c4ccccc4F)CC3)ccc2O1	4
COc1ccc(C2CC(C(F)(F)F)n3nc(C(=O)O)cc3N2)cc1OC (stereo not drawn)	0
COc1ccc(OC)c2c(C)cc(N3CCN(C(=O)c4ccc(F)cc4)CC3)nc12	5

Further compounds
Compound	MMP13 inhibition
Cc1cccc(-n2c(=O)[nH]c3c(C(N)=O)nc(CC(C)C)nc32)c1	18
COc1cccc(-c2cc(C(=O)N3CCN(Cc4ccccc4)CC3)no2)c1	-1
Cc1nnc(C)n1N1C(=O)c2cccc3cccc(c23)C1=O	4
CN1CCc2c(sc3c2C(=O)NC(c2cccs2)N3)C1 (stereo not drawn)	6
COC(=O)c1cc2c([nH]c3ccccc32)c(C)n1	-12
CCCOc1ccc2oc(=O)c3c(c2c1)CCCN3C(=O)CN1CCCC(C(=O)OCC)C1 (stereo not drawn)	-2
Cc1ccc2c(c1)[nH]c1c(=O)n(CCN3CCCCC3)cnc12	7
COC(=O)c1[nH]c2ccc(F)cc2c1NC(=O)CCN1CCN(Cc2ccc3c(c2)OCO3)CC1	4

(continued)
Compound	MMP13 inhibition
O=C1CC2(CCCCC2)Oc2ccc(OCC(=O)N3CCOCC3)cc21	1
Cc1c2c(nc3c(C(=O)NC4CCCC4)cnn13)CCCC2	4
CN1CCN(c2ncnc3c2cnn3-c2ccc(Cl)cc2)CC1	1
Nc1c(C(=O)OCC2CCCO2)c2nc3ccccc3nc2n1C1CCCCC1 (stereo not drawn)	-8
CC(=O)N(Cc1ccccc1)c1ncc2c(n1)c(=O)c(C#N)c1ccccn12	7
Cc1cc(NCCOCCO)n2ncc(-c3ccc(Cl)cc3)c2n1	-10
COC(=O)c1nc(N)sc1-c1ccccc1	3
CCOC(=O)c1c(-c2ccccc2)[nH]c2ccc(O)cc12	4

(more compounds)
Compound	MMP13 inhibition
CCN(CC)S(=O)(=O)c1ccc2c(c1)nc(SCC(=O)NC1CC1)n2-c1ccccc1OC	6
CC1=CC(c2ccccc2)n2nc(NS(=O)(=O)c3ccc(C)cc3)nc2N1 (stereo not drawn)	8
OCCNc1nc(N2CCN(Cc3ccccc3)CC2)nc2ccccc12	2
CN(C)C=Nc1ncc2c([nH]c3ccccc32)c1C#N	7
N#CC1=C(N)C(C#N)(C#N)[C@H](c2c(F)cccc2F)[C@H]2CC3(CC=C12)OCCO3	5
COc1ccccc1-c1nc(C#N)c(N2CCc3ccccc3C2)o1	-2
COc1ccc(S(=O)(=O)N(CCCN2CCCC2=O)Cc2cc3c(C)cc(C)cc3[nH]c2=O)cc1	5
COC(=O)C1=C(C)NC2=C(C(=O)CC(c3cccs3)C2)C1c1ccsc1 (stereo not drawn)	-3

Other entries:
Compound	MMP13 inhibition
CCOc1ccc(-c2nnc(-c3cccs3)o2)cc1OCC	-14
OC1(c2cccc(C(F)(F)F)c2)CCN(c2ncnc3c2[nH]c2ccc(F)cc23)CC1	6
O=C(c1ccc(=O)oc1)N1CCOCC1	2
N#CC1=C(N)Oc2cc(N)ccc2C1C1CC=CCC1 (stereo not drawn)	12
CC(=O)Nc1ccc2nc(-c3ccccn3)[nH]c2c1	9
O=C(Nc1ccc2nn(-c3ccccc3)nc2c1)c1ccc2c(c1)OCCO2	4
CCOC(=O)COc1ccc2c(c1)C(=O)CC(C)(c1cccnc1)O2 (stereo not drawn)	4
CN(C)CCNC(=O)c1cc2c(=O)n(C)c3ccccc3c2n1C	-3

(continued)
Compound	MMP13 inhibition
Cc1sc2ncnc(-n3cnc4ccccc43)c2c1C	1
CCOC(=O)c1sc2nc(N3CCOCC3)c3c(c2c1N)CCC3	15
CCN(CC)S(=O)(=O)c1ccc(-c2nnc3sc4cccc(C)c4n23)cc1	-2
O=C(O)CCc1nn2cc(-c3ccccc3)nc2[nH]c1=O	-16
Cc1cc(=O)oc2cc(OCC#N)ccc12	4
CC(C)C(c1nnnn1Cc1ccccc1)N(CCCO)Cc1cc2cc3c(cc2[nH]c1=O)OCO3 (stereo not drawn)	-2
Nc1c2c(nc3ccn(-c4ccccc4)c(=O)c13)CCCCC2	8
Cn1c(=O)[nH]c(=O)c2c1nc(N1CCCC1)n2CCCSc1nc2ccccc2o1	0

Remaining list, next part
Compound	MMP13 inhibition
CCn1c(SCC(=O)Nc2ccc(OC)c(OC)c2)nnc1-c1cccs1	4
Cc1nc(/N=C(\N)Nc2ccccc2)nc2ccccc12	3
CCOc1ccc(-c2nc(C#N)c(N3CCN(Cc4ccccc4)CC3)o2)cc1	15
Cn1c(C(=O)NCCCN2CCCC2=O)cc2c(=O)n(C)c3ccccc3c21	1
O=C1Nc2ccc(S(=O)(=O)NCc3ccccn3)c3cccc1c23	-6
CCn1c(N)c(C(=O)NCCCOC)sc1=S	4
Clc1cccc(Nc2ncnc3c2cnn3-c2ccccc2)c1	7
CSC1=NC(NCCCO)c2c(sc3c2CC(C)(C)OC3)N1 (stereo not drawn)	3

Next section:
Compound	MMP13 inhibition
COCC(C)NC(=O)c1cc(-c2ccc(OC)c(OC)c2)on1 (stereo not drawn)	2
COc1ccc2[nH]c(=O)c(C(c3nnnn3CC3CCCO3)N3CCc4ccccc4C3)cc2c1 (stereo not drawn)	4
c1cncc(-c2nnc(-c3cccs3)o2)c1	7
c1ccc(N2CCN(c3nc(NCc4ccco4)c4ccccc4n3)CC2)cc1	4
C/C(=N\O)c1ccc2c3ccccc3n(C)c2c1	1
c1cnc2c(SCc3ccc(-c4nnco4)cc3)cccc2c1	4
Cc1oc2c(CN3CCCC3)c(O)ccc2c(=O)c1-c1ccccc1	15
CC1(C)Oc2ccc(C(=O)N3CCOCC3)cc2N(CC(=O)N2CCOCC2)C1=O	2

(listing goes on)
Compound	MMP13 inhibition
N#CC(C(=O)NC1CC1)c1nc2ccccc2nc1N1CCCC1 (stereo not drawn)	8
COC(=O)c1ccc(-c2nc3ccc(C)cc3o2)cc1	48
COCC(=O)Nc1ccc(-c2cn3cccnc3n2)cc1	-27
C=CCOC(=O)C1=C(C)NC(SCC(=O)N(CC)CC)=C(C#N)C1c1ccco1 (stereo not drawn)	1
O=C(CN1CCOCC1)Nc1ccccc1-c1ccccc1	-3
COc1ccc2cc3cc(C(=O)NCC4COc5ccccc5O4)oc3nc2c1 (stereo not drawn)	-4
COc1ccc2[nH]c(C(=O)O)c(NS(=O)(=O)c3ccc(OC)c(OC)c3)c2c1	3
Cc1ccc(S(=O)(=O)C(C#N)c2nc3ccccc3nc2N2CCCC2)cc1 (stereo not drawn)	7
